SENP1 inh: inhibitors of human SENP1 SUMO protease catalytic domain; Q9P0U3; recombinant SENP1 catalytic domain, CyPet-SUMO1-YPet FRET cleavage; inhibition, % at 10 µM; 360,000 tested, 0.21% active;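 active means inhibition at least 30% at 10 µM, raw YFP signal under a set limit, fluorescence ratio 0.5 to 1.5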;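 further: 0% = enzyme with DMSO and 100% = no enzyme wells; some results filed as inactive read as strong as hits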
Target sequence (Q9P0U3 419-644 limits assumed): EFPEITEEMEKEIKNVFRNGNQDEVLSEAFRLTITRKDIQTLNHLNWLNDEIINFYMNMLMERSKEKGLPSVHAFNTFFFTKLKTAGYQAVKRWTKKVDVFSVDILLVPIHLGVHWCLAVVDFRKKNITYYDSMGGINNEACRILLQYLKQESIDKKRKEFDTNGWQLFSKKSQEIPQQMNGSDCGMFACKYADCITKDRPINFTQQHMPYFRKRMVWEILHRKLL
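Material – human SENP1 catalytic domain · Input – SENP1 enzyme, 20 pM final · Compound dosing – single concentration of 10 µM compound, 0.5% DMSO final · Timing – enzyme reaction for 50 min at room temperature, dark · Measured by – FRET fluorescence in CFP and YFP emission channels · Control set – no-enzyme wells low, DMSO-plus-enzyme wells high control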
SENP8 inh: SENP8 (human) protease inhibition; Q96LD8; recombinant SENP8, Nedd8 substrate fluorescence; inhibition, % at 20 µM; 360,000 tested, 0.64% active; AID 602440; in the data active means inhibition mostly above about 40%, no sharp cut-off; inactive means mostly below about 27%
Target sequence (Q96LD8 whole entry, looked up): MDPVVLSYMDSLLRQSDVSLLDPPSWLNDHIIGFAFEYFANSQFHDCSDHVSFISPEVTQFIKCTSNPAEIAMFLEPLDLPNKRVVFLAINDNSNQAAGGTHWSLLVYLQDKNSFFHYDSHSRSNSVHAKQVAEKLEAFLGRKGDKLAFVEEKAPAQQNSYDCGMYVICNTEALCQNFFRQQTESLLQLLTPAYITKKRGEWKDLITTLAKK
PfGluPho inh: PfG6PD (Plasmodium falciparum) enzyme inhibition. PfGluPho enzyme, NADPH resazurin-diaphorase fluorescence. inhibition, % at 20 µM. 350,000 tested, 0.78% active. AID 504690;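 active means inhibition reaching at least a set limit at 20 µM in the primary screen, cut at about 59% in these data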;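 further: 0% = DMSO wells with substrate and 100% = DMSO wells lacking glucose-6-phosphate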
Starred values were filed as active, the others as inactive. This is a subset (hit frequency here may not be typical).

Under each structure: SENP1 inh | SENP8 inh | PfGluPho inh
- Cc1ccc(CCN2CC(C(=O)NC3CCC(C)CC3)CC2=O)cc1 (stereo not drawn)
    -1 | 16 | -1
- COCOCCn1cc(CN2CCS(=O)(=O)N(Cc3ccc(-c4ccc(Cl)c(Cl)c4)cc3)C(C(C)C)C2=O)nn1 (stereo not drawn)
    1 | -7 | 26
- CCCn1c(C)cc(C(=O)CN2C(=O)NC3(CCCCCC3)C2=O)c1C
    -3 | 6 | -11
- C[C@H](CO)N1C[C@H](C)[C@H](CN(C)C(=O)Nc2ccc(-c3cccs3)cc2)OCc2cnnn2CCCC1=O
    -3 | -50 | 30
- COc1ccc(NC(=O)C[C@H]2C(=O)N(Cc3ccccc3)C[C@@H]2c2ccc(OC)cc2)cc1
    -3 | 5 | 20
- COc1ccc([C@H]2C[C@H](O)[C@@H](n3cc(COC(=O)c4ccccc4)nn3)CN2Cc2cccs2)cc1
    -3 | 0 | -4
- CSc1ccccc1NC(=O)CN(C)C(=O)CNC(=O)c1ccc(Oc2ccccc2)cc1
    0 | 13 | -5
- O=C(COC(=O)c1ccccc1)NCC1COc2ccccc2O1 (stereo not drawn)
    2 | 19 | 7
- COc1ccccc1N(CC(=O)NCCSCc1ccccc1)S(=O)(=O)c1ccccc1
    2 | 10 | 9
- CCN(CC)C(=O)C1=C(C)N(CCC2=CCCCC2)C(=O)C(CC(=O)NCCc2ccccn2)C1 (stereo not drawn)
    -1 | 18 | -3
- Nc1nnc2cc(Br)ccc2n1
    24 | 15 | 2
- Cc1ccc(S(=O)(=O)N2C[C@H]3C(=O)C[C@@H](c4ccccc4)N(S(=O)(=O)c4ccc(C)cc4)[C@H]3C[C@H]2c2cccc(Cl)c2)cc1
    0 | 11 | -7
- CC1CCN(C(=O)c2ncn3c2c(=O)[nH]c2cccnc23)CC1
    -3 | -9 | -1
- CCCCCCN1C[C@@H](O)[C@H](n2cc(-c3ccc(F)cc3)nn2)C[C@@H]1c1ccccc1
    2 | 28 | 8
- C[C@@H]1CN([C@@H](C)CO)C(=O)CCCn2nncc2CO[C@H]1CN(C)C
    0 | 1 | 7

Next section
Under each structure: SENP1 inh | SENP8 inh | PfGluPho inh
- CS(=O)(=O)N(CC(=O)N1CCCC1)c1ccc(F)cc1
    1 | 4 | 9
- O=C1CCC2(CCCC2)c2ccccc21
    -1 | 15 | 8
- O=C1c2cccc3cccc(c23)C(=O)N1CCO
    2 | -372 | -17
- C=CCC1(CC=C)CCCN1C(=O)C1CCC(=O)N(Cc2ccc(Cl)cc2)C1 (stereo not drawn)
    -9 | 13 | -8
- CN(C)C(=O)c1ccc(NC(=O)c2cccc(-n3cnnn3)c2)cc1
    0 | 13 | -7
- Cc1nnc(Cc2ccco2)c2n[nH]c(C)c12
    -55 | -73 | 5
- CCOc1ccc(NC(=O)CN(C)C2=NS(=O)(=O)c3ccccc32)cc1
    3 | 13 | 8
- Cc1cccc(NNC(=S)Nc2ccccc2)c1
    1 | 16 | 3
- CCOC(=O)CCCCCC(=O)Nc1ccc2c(c1)C(=O)N([C@H](C)CO)C[C@H](C)[C@H](CN(C)C(=O)C1CCCCC1)OCCCC[C@@H](C)O2
    -3 | 9 | -10
- CCN(Cc1ccccc1)N=Nc1ccccc1
    2 | 13 | 0
- COc1cc(CNC[C@H]2O[C@@H](n3ccc(N)nc3=O)[C@H](O)[C@@H]2O)ccc1OCc1ccc(C)cc1
    0 | 17 | 16
- CCC[C@H]1CN(c2ccccc2)C(=O)[C@@H]1CC(=O)Nc1ccc(OC)cc1
    4 | 11 | -5
- C[C@H](CO)N1C[C@H](C)[C@@H](CN(C)S(=O)(=O)c2ccc(-n3cccn3)cc2)OCc2cn(nn2)CCCC1=O
    0 | 6 | -2
- Cc1cc(OCC(=O)Nc2nnc(C3CC3)s2)ccc1Cl
    0 | 12 | 6
- CCC1NC(=O)c2cc3ccccc3cc2-n2c1nc1cc(OC)c(OC)cc1c2=O (stereo not drawn)
    -2 | 1 | 7

Going on with the list:
Under each structure: SENP1 inh | SENP8 inh | PfGluPho inh
- COCOCCn1cc(CN2CCS(=O)(=O)N(Cc3ccc(-c4ccc(Cl)nc4)cc3)C(CC(C)C)C2=O)nn1 (stereo not drawn)
    2 | -14 | 16
- C[C@@H]1CN([C@H](C)CO)C(=O)CCCn2cc(nn2)CO[C@H]1CN(C)C(=O)Nc1ccccc1
    0 | 0 | 9
- Cc1cc(=O)c(C(=O)Nc2cccc(C(=O)NC3CC3)c2)nn1-c1ccccc1
    -1 | 16 | -6
- CCCc1c(C(=O)N/N=C/c2ccc(C)o2)nnn1-c1nonc1N
    2 | -59 | -3
- CCN(CC)C(=O)C1=C(C)N(Cc2ccc(C(C)(C)C)cc2)C(=O)C(CC(=O)NC(c2ccccc2)c2ccccc2)C1 (stereo not drawn)
    -1 | 12 | 10
- C[C@@H]1CN([C@H](C)CO)S(=O)(=O)c2ccc(-c3ccc(C#N)cc3)cc2O[C@H]1CN(C)C(=O)Nc1cc(F)ccc1F
    -1 | -50 | 6
- C[C@@H]1CN([C@@H](C)CO)C(=O)CCCn2cc(nn2)CO[C@H]1CN(C)C(=O)CCCN(C)C
    0 | -12 | 2
- C[C@@H]1CN([C@@H](C)CO)C(=O)c2cc(-c3ccncc3)cnc2O[C@H]1CN(C)C(=O)c1cccc(F)c1
    0 | 10 | 11
- Cc1ccccc1NC(=O)CN1CCN(c2ccc(F)cc2)CC1
    1 | 27 | 14
- CS(=O)(=O)N(CC(=O)N1CCCC1)C1CCCCC1
    2 | 24 | -1
- O=C(CNc1ccc(C(F)(F)F)cc1)Nc1cccc(S(=O)(=O)N2CCCCC2)c1
    2 | 17 | 27
- COc1ccc(S(=O)(=O)N2CCC(C(=O)NCCC(=O)NCc3cccnc3)CC2)cc1
    0 | 8 | -11
- Cc1ccc([C@@H]2CC(=O)[C@@H]3CN(S(=O)(=O)c4ccc(C)cc4)[C@H](c4cccc5ccccc45)C[C@@H]3N2S(=O)(=O)c2ccc(Cl)cc2)cc1
    -1 | 1 | 10
- Cc1ccc(S(=O)(=O)/N=C2\C=C(NS(=O)(=O)c3ccc(C)cc3)C(=O)c3ccccc32)cc1
    4 | 90* | 16
- Cc1ccc(CS(=O)Cc2ccc(C(=O)N3CCN(c4cccc(C)c4C)CC3)o2)cc1 (stereo not drawn)
    2 | 13 | -5

Further entries follow:
mol,SENP1 inh,SENP8 inh,PfGluPho inh
CC(=NO)c1cc(Br)c2cccc3c2c1CC3,-1,10,5
COc1cc(CN2CCC(C(=O)NC(C)(C)C)CC2)ccc1OCc1ccccc1,1,18,7
CCC1(c2ccccc2)NC(=O)N(CC(=O)Nc2ccc3c(c2)CCC3)C1=O (stereo not drawn),-3,0,-8
C[C@@H]1CN([C@@H](C)CO)C(=O)c2c(c3ccccc3n2C)-c2ccccc2CO[C@H]1CN(C)S(=O)(=O)c1ccc(C#N)cc1,-3,-11,4
CC(Nc1nc(-c2cccnc2)nc2ccccc12)c1ccccc1 (stereo not drawn),-1,-44,27
Cc1nc2ccccc2nc1CC(O)(c1ccccc1)c1ccccc1,3,14,5
Cc1cn([C@H]2C[C@H](O)[C@@H](CNCc3ccccc3OCCCN3CCOCC3)O2)c(=O)[nH]c1=O,0,5,13
Cc1ccc(S(=O)(=O)NCCCCCCNS(=O)(=O)c2ccc(C)cc2)cc1,-1,7,12
COc1ccc(OC(=O)N(C)C[C@H]2OCc3cn(nn3)CCCC(=O)N([C@H](C)CO)C[C@@H]2C)cc1,0,12,1
C[C@@H]1CN([C@H](C)CO)C(=O)c2cc(Br)cnc2O[C@H]1CN(C)Cc1cccnc1,0,-2,-1
Cc1ccc2nc(N(CCN(C)C)C(=O)C3CCN(S(=O)(=O)c4cccs4)CC3)sc2c1,-1,24,16
COc1ccc(OCC(=O)N2CCCC(Nc3ccc(C)c(C)c3)C2)cc1 (stereo not drawn),2,1,12
N#CC(=C1NC(=O)c2ccccc21)c1nc2ccccc2n1CCO,-31,-60,13
C[C@@H]1CN([C@@H](C)CO)C(=O)c2cc(/C=C/c3ccccc3)cnc2O[C@@H]1CN(C)S(=O)(=O)c1ccc(F)cc1,1,-369,3
CC1CCN(S(=O)(=O)c2cc(C(=O)N3CCN(c4ccccc4)CC3)ccc2Br)CC1,2,4,12

The list goes on.
mol,SENP1 inh,SENP8 inh,PfGluPho inh
C[C@H](CO)N1C[C@H](C)[C@H](CN(C)S(=O)(=O)c2ccccc2)OCc2ccccc2-c2c(n(C)c3ccccc23)C1=O,3,-18,-7
CC(C)CCNC(=O)c1cc(S(=O)(=O)N2CCC3(CC2)OCCO3)ccc1F,0,0,21
CNC[C@@H]1Oc2cc(Br)ccc2S(=O)(=O)N([C@@H](C)CO)C[C@@H]1C,1,7,9
CN(CC(=O)Nc1ccc(Cl)c(C(F)(F)F)c1)C(=O)C1CC(=O)N(c2ccc3c(c2)OCCO3)C1 (stereo not drawn),1,11,17
COc1cc(C(=O)NC(CCSC)C(=O)Nc2ccc(N3CCOCC3)cc2)cc(OC)c1OC (stereo not drawn),1,9,-1
O=C(NC(Cc1nn[nH]n1)C(=O)OCc1ccccc1)OCc1ccccc1 (stereo not drawn),1,12,-15
CC(C)(C)OC(=O)[C@H](Cc1ccccc1)NC(=O)c1[nH]cnc1C(=O)Nc1ccccc1F,-3,9,18
C[C@H]1CN([C@@H](C)CO)S(=O)(=O)c2ccc(Br)cc2O[C@@H]1CN(C)C(=O)Cc1cccnc1,0,16,16
CCCc1cc(CCC)n2nc(N)nc2n1,1,-52,-8
COc1ccc(-c2[nH]nc3nc(N4CCN(C(=O)c5ccoc5)CC4)cc(C(F)(F)F)c23)cc1,-1,-400,28
COc1ccc(CN(C)C[C@H]2OCCCC[C@@H](C)Oc3ccc(NC(=O)c4ccccc4)cc3C(=O)N([C@H](C)CO)C[C@@H]2C)cc1,-1,2,-5
Cc1ccc(NC(=S)NNC(=S)NNc2ccccc2)cc1C,6,15,9
O=C(COC(=O)CN1C(=O)C2CC=CCC2C1=O)Nc1cccc([N+](=O)[O-])c1 (stereo not drawn),1,6,14
CC(C)CC(=O)Nc1nnc(SCC(=O)NC2CCCC2)s1,4,7,5
Cc1ccc(C(=O)N(Cc2ccco2)c2c(N)n(Cc3ccccc3)c(=O)[nH]c2=O)cc1,-5,-8,17

The list goes on:
mol,SENP1 inh,SENP8 inh,PfGluPho inh
CC(=O)Nc1ccc(NC(=O)CCCN2C(=O)C(c3ccccc3)Oc3cccnc32)cc1 (stereo not drawn),0,17,6
Cc1ccc(NC(=O)c2cc(S(=O)(=O)N3CCCCC3)ccc2N2CCOCC2)cc1,3,12,-19
C[C@H](CO)N1C[C@H](C)[C@@H](CN(C)CC2CCOCC2)Oc2ncc(Br)cc2C1=O,1,14,7
O=C(Nc1ccc([N+](=O)[O-])cc1)c1cccc([N+](=O)[O-])c1,1,18,10
Cc1c(C(=O)NC2CC(C)(C)NC(C)(C)C2)oc2c(Cl)cccc12,3,17,9
COc1cc(C=NN2CCCCC2)cc(OC)c1OC,4,-1,-12
C[C@@H]1CN([C@@H](C)CO)C(=O)CCCn2nncc2CO[C@@H]1CN(C)S(=O)(=O)c1ccc(Cl)cc1,1,12,-1
O=C(COC(=O)c1cccc(-n2cnnn2)c1)c1ccc(F)c(F)c1,0,5,9
Cc1ccc(Cc2c(-c3ccc(C)cc3)nc3c4ccccc4ccn23)cc1,-18,-216,31
CN(C)CCCN1c2ccc(O)cc2Sc2ccc(Cl)cc21,1,21,50
CC(C)CCC(=O)Nc1cc(S(=O)(=O)N2CCOCC2)ccc1N1CCCC1,3,15,11
CNC[C@H]1Oc2cc(Br)ccc2S(=O)(=O)N([C@@H](C)CO)C[C@@H]1C,-2,5,-7
COc1ncnc2c1ncn2CCCN(C)CCc1ccccn1,4,2,-15

Compounds listed so far with fluorine:
mol,SENP1 inh,SENP8 inh,PfGluPho inh
CCCCCCN1C[C@@H](O)[C@H](n2cc(-c3ccc(F)cc3)nn2)C[C@@H]1c1ccccc1,2,28,8
CS(=O)(=O)N(CC(=O)N1CCCC1)c1ccc(F)cc1,1,4,9
C[C@@H]1CN([C@H](C)CO)S(=O)(=O)c2ccc(-c3ccc(C#N)cc3)cc2O[C@H]1CN(C)C(=O)Nc1cc(F)ccc1F,-1,-50,6
C[C@@H]1CN([C@@H](C)CO)C(=O)c2cc(-c3ccncc3)cnc2O[C@H]1CN(C)C(=O)c1cccc(F)c1,0,10,11
Cc1ccccc1NC(=O)CN1CCN(c2ccc(F)cc2)CC1,1,27,14
O=C(CNc1ccc(C(F)(F)F)cc1)Nc1cccc(S(=O)(=O)N2CCCCC2)c1,2,17,27
C[C@@H]1CN([C@@H](C)CO)C(=O)c2cc(/C=C/c3ccccc3)cnc2O[C@@H]1CN(C)S(=O)(=O)c1ccc(F)cc1,1,-369,3
CC(C)CCNC(=O)c1cc(S(=O)(=O)N2CCC3(CC2)OCCO3)ccc1F,0,0,21
CN(CC(=O)Nc1ccc(Cl)c(C(F)(F)F)c1)C(=O)C1CC(=O)N(c2ccc3c(c2)OCCO3)C1 (stereo not drawn),1,11,17
CC(C)(C)OC(=O)[C@H](Cc1ccccc1)NC(=O)c1[nH]cnc1C(=O)Nc1ccccc1F,-3,9,18
COc1ccc(-c2[nH]nc3nc(N4CCN(C(=O)c5ccoc5)CC4)cc(C(F)(F)F)c23)cc1,-1,-400,28
O=C(COC(=O)c1cccc(-n2cnnn2)c1)c1ccc(F)c(F)c1,0,5,9

Source: PubChem
